DNMT1 block – blocks human DNA methyltransferase DNMT1; DNMT1 molecular beacon, Hinp1I cleavage, fluorescence; AID 588458; 360,000 tested, 0.83% active; P26358; inhibition (reported as % activation of signal), % at 10 µM; in the data active = inhibition above about 50%
Rpn11 block – inhibitors of human proteasome Rpn11 | O00487 | human 26S proteasome, Ub4-pepOG fluorescence polarization; 20S core pre-blocked with epoxomicin | calls only at 20 µM | 360,000 tested, 0.59% active | AID 588493;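 active = inhibition at 20 µM, scaled to each plate's controls, above about 33%, limit read from the data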
Target sequence (O00487 whole entry, looked up): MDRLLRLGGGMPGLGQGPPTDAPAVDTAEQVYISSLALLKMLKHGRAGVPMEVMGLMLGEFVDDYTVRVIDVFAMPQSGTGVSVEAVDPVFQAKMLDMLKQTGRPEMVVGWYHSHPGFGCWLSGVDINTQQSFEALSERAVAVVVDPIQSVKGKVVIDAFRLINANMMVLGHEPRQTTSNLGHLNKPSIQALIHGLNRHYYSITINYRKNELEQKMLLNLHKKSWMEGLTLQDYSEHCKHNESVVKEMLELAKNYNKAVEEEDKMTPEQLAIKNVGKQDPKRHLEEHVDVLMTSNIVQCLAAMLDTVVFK
SUMO1 PPI mod – alters human SUMO1 binding to SIM partners. SUMO1 binding to a labelled peptide, TR-FRET, 1 h. inhibition, % at 20 µM. 360,000 tested, 0.33% active. AID 602429; in the data active = inhibition above about 37%
Target sequence (P63165 whole entry, looked up): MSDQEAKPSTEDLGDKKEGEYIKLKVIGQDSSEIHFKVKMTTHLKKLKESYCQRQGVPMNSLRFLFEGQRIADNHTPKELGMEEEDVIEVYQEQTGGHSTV
CSN inh – blocks human CSN-mediated cullin deneddylation | 360,000 tested, 0.38% active | inhibition, % at 12.5 µM | Q92905 | Purified CSN, SCF-Nedd8-OG deneddylation, fluorescence polarization | AID 651999;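 active = pattern-corrected inhibition above about 35%, with an unprinted fluorescence ratio check between 0.5 and 1.5, limit read from the data, passing the limit was not always enough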;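 also: 0% = enzyme with substrate and 100% = substrate without enzyme; some results filed as inactive read as strong as hits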
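Test system: purified human Csn5 enzyme expressed in HEK293T cells. Amount: 0.24 nM enzyme. Reagent: SCFSkp2-Nedd8OG substrate at 10 nM final. Schedule: 90 min incubation of compound, enzyme and substrate at room temperature. Detection: fluorescence polarization. Read-out: % inhibition of substrate cleavage by Csn5.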
Scp-1 inhibitor – blocks human Scp-1 phosphatase activity. inhibition, % at 20 µM. 340,000 tested, 0.88% active. Recombinant Scp1, phosphopeptide, malachite green phosphate absorbance. AID 493091. Q9GZU7;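 active = inhibition above about 50% at 20 µM, limit read from the data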;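 also: plate controls were DMSO wells with enzyme for no effect and wells lacking enzyme for full effect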
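Times: enzyme reaction 45 min at room temperature, colour 5 min, stabilisation 30 min. Material: SCP-1 catalytic fragment, aa 76-261. Medium: Acidic Tris acetate buffer with magnesium and detergent. Signal: colorimetric free-phosphate detection, absorbance 630 nm. Read-out basis: % inhibition of SCP-1 phosphate liberation. Reagent: Phosphorylated 17-residue peptide substrate.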
TbMetRS inhib – blocks T. brucei methionyl-tRNA synthetase activity | AID 624268 | inhibition, % at 11.9 µM | purified T. brucei MetRS, ATP depletion, Kinase-Glo luminescence | 360,000 tested, 0.4% active;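 active = inhibition above a per-plate cutoff of the control wells' mean inhibition plus 3 SD, cut at about 5.5% in these data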;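 also: 0% = DMSO wells median and 100% = median of wells with control inhibitor compound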
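Material – parasite MetRS enzyme · Medium – HEPES-MgCl2-KCl buffer plus DTT, spermine, BSA, pyrophosphatase · Reagent – ATP, methionine and E. coli bulk tRNA substrates · Times – 15 min enzyme-compound preincubation, 2 h reaction, 10 min detection, 25 °C · Measured by – luminescence of leftover ATP · Evaluation – percent inhibition relative to median high and low control wells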
LMPTP block – blocks human LMPTP phosphatase | AID 651560 | recombinant LMPTP-A, OMFP fluorogenic substrate, fluorescence intensity | P24666 | 360,000 tested, 0.22% active | inhibition, % at 20 µM;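 active = compounds that cut the enzyme signal by at least half of the control window in the single-dose screen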;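 also: plate controls were DMSO wells with enzyme plus substrate for no effect and substrate without enzyme for full effect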
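Assay system: LMPTP-A, protein tyrosine phosphatase of low molecular weight / Medium: pH 6.0 Bis-Tris buffer with DTT and Triton X-100 / Schedule: 50 min enzyme reaction at room temperature, protected from light / Measured by: endpoint fluorescence intensity from OMFP dephosphorylation / Read-out basis: % inhibition relative to no-enzyme and uninhibited control wells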
NadD block – blocks S. aureus nicotinate mononucleotide adenylyltransferase | purified NadD enzyme, colorimetric absorbance read-out | inhibition, % at 20 µM | 360,000 tested, 0.78% active; in the data active = inhibition above about 26%; also: some compounds past the cut are filed as inactive
STEP block – inhibitors of human striatal-enriched phosphatase STEP. AID 588621. inhibition, % at 20 µM. P54829. 360,000 tested, 0.25% active. recombinant STEP, OMFP fluorogenic substrate, fluorescence;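 active = inhibition at 20 µM, scaled per plate between control wells, above about 37%, limit read from the data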;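 also: 0% = DMSO with enzyme and substrate and 100% = substrate only without enzyme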
Target sequence (P54829 whole entry, looked up): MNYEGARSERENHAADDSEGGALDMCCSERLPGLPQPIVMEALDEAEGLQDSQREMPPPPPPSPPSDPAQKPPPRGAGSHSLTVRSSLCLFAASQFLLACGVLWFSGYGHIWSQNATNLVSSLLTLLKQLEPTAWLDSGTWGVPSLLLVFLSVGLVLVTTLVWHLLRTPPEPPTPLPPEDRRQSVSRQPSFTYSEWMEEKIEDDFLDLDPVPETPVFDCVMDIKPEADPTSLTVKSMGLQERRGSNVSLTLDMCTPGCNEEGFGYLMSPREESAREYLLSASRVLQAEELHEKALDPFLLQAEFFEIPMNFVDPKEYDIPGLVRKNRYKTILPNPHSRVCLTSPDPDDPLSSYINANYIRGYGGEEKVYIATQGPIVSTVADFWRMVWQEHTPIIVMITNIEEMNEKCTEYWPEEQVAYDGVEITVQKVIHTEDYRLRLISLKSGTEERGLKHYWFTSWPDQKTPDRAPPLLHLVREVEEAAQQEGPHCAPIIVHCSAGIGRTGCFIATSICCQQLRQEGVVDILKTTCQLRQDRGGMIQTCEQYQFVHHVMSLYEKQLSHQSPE
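Material: STEP (striatal-enriched tyrosine phosphatase) enzyme, cell-free; Compound dosing: 20 µM single dose in 1% DMSO; Technique: fluorescence read at 480 nm ex / 540 nm em; Times: reaction 20 min, ambient temperature; Medium: 50 mM Bis-Tris pH 6.0 with 2.5 mM DTT and 0.005% Tween 20; Also added: OMFP at 25 µM.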
MLLE-PAM2 inh – inhibitors of microRNA-mediated deadenylation, human PABP1 MLLE binding; P11940; GST-MLLE / FITC-PAM2 fluorescence polarization; inhibition, % at 20 µM; 360,000 tested, 0.36% active; AID 588489; in the data active = inhibition above about 35%, passing the limit was not always enough;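 also: plate controls were DMSO wells with GST-MLLE for no effect and wells lacking GST-MLLE protein for full effect; some results filed as inactive read as strong as hits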
The depositor's hits bear a star; i = inactive; . = no result given.

SMILES | DNMT1 block | Rpn11 block | SUMO1 PPI mod | CSN inh | Scp-1 inhibitor | TbMetRS inhib | LMPTP block | NadD block | STEP block | MLLE-PAM2 inh
O=C(NCc1cccnc1)Nc1ccc2c(c1)OCO2 | 4 | i | 1 | 2 | -5 | 0.4 | -0.4 | -4 | -4 | 3
N#Cc1ccc(Oc2ccc(C(F)(F)F)cc2NC(=O)c2ccc(F)cc2)cc1 | 2 | i | -3 | -4 | -15 | -0.7 | 4.1 | -10 | 2 | -1
CCN(CC)S(=O)(=O)c1ccc2c(c1)nc(CCC(=O)OCC(=O)Nc1cc(Cl)cc(Cl)c1)n2C | -6 | i | -1 | 0 | 8 | 1.4 | 4.2 | 1 | 2 | 4
COc1ccc(C(CCN2CCCC(C)C2)c2c(OC)cc(OC)c3c(C)cc(=O)oc23)cc1 (stereo not given) | 1 | i | 6 | 4 | 0 | 0.5 | -0.5 | -4 | -3 | -1
CCCN(CC(=O)Nc1ccccc1C)C(=O)Cc1cccs1 | 1 | i | -12 | -4 | -5 | -0.2 | -8.4 | 2 | -4 | -8
COc1cccc(C(C)N(C)Cc2nc(-c3ccoc3)oc2C)c1 (stereo not given) | 2 | i | -1 | -2 | -6 | -0.1 | 0.6 | 5 | 4 | 4
CCOc1ccc(-c2cc(C)n3nc(C(N)=O)cc3n2)cc1 | -13 | i | -8 | 3 | 7 | -0.3 | 1.4 | 1 | -1 | -1
O=C(CNS(=O)(=O)c1ccc(F)c(Cl)c1)N1CCCC1 | 1 | i | -3 | -4 | 4 | 0.7 | -2.2 | 7 | -2 | 3
Cc1ccc2c(c1)c1c(n2CC(O)CNC(CO)(CO)CO)CCCC1 (stereo not given) | -2 | i | 0 | -2 | -6 | -0.5 | -1.2 | -4 | 1 | 20
C#CCN(C[C@H]1[C@H](OC(=O)NCc2ccccc2)[C@H](OC(=O)NCc2ccccc2)C[C@@H](C(=O)OC)[C@H]1C(=O)OC)S(=O)(=O)c1ccc(C)cc1 | -7 | i | -2 | -1 | . | 0.3 | 2.3 | 0 | -1 | -1
Cc1nn(Cc2cccc(C(N)=O)c2)c(C)c1Br | -2 | i | 6 | -1 | 3 | -0.1 | 0.1 | -4 | -1 | -8
CN1CCCN(C(=O)CC2(CC(=O)O)CCCCC2)CC1 | 3 | i | -5 | 2 | -7 | 0.2 | -9.8 | -4 | 3 | 14
CCOC(=O)c1c(=O)n(O)c2ccc(OC)cc2[n+]1[O-] | 0 | i | -30 | -49 | -2 | 0.1 | 1.5 | -1 | -13 | 127
CC(=O)NC12CC3CC(C)(C1)CC(NC(C)=O)(C3)C2 | 3 | i | 0 | 3 | -2 | 0.1 | -0.1 | 4 | 0 | -4
COc1cc(/C=N\Nc2nc(-c3ccc(C)cc3)c(NC(C)=O)s2)ccc1O | -5 | i | -2 | 5 | 4 | -0.5 | 1.3 | 8 | 2 | -15
COc1ccccc1-n1cc(C(=O)NCC(=O)N2CCN(c3ccccn3)CC2)c2ccccc2c1=O | -2 | i | 2 | 4 | 1 | 0.0 | -0.6 | -3 | -3 | 5
COc1ccc(NCc2cc3cc(OC)ccc3[nH]c2=O)cc1 | -21 | i | 18 | -1 | -5 | -0.6 | 3.0 | 5 | 1 | 17
O=Nc1nc2ncccn2c1-c1ccccc1 | 8 | i | -28 | -1 | 5 | -0.4 | -1.2 | 0 | -2 | -55
Cc1cccn2c(=O)c3cc(C(=O)NCc4ccccc4)c(=N)n(CCCN4CCOCC4)c3nc12 | 6 | i | -20 | 4 | -1 | 0.5 | 21 | -4 | 0 | -5
Cc1ccc(NS(=O)(=O)c2ccc(-c3coc(C)n3)cc2)c(Cl)c1 | -3 | i | 25 | -3 | . | -0.1 | -0.5 | -3 | 1 | 13
CCOCCCNCc1cc(Cl)ccc1OCC | 0 | i | 3 | -5 | -5 | 0.8 | 0.1 | -5 | 0 | 8
COc1ccccc1/C=N/NC(=O)c1c(-c2ccccc2)noc1C | 2 | i | 10 | 1 | -1 | -0.6 | 1.4 | 0 | 1 | 2
Clc1ccccc1CN1CCN(/N=C/c2ccncc2)CC1 | -1 | i | -2 | 0 | -4 | -0.5 | -0.7 | 3 | 0 | 10
O=[N+]([O-])c1cccc(-c2cc3ccccc3[nH]2)c1 | -9 | i | -14 | -1 | -11 | 0.3 | 1.8 | -4 | -1 | -12
Cc1noc(C)c1COC(=O)c1cccc(N(C)C)c1 | 1 | i | 1 | 4 | -11 | 2.0 | 0.0 | 2 | -3 | 2
Cc1ccn2cc(CSc3ccccc3N)nc2c1 | 8 | i | -3 | -2 | -4 | -1.9 | 1.0 | 0 | -1 | 4
COc1ccc(C(=O)N2CCN(c3ccc([N+](=O)[O-])c(-n4nc(C)cc4C)c3)CC2)cc1 | -2 | i | -23 | 3 | -7 | 0.2 | -1.1 | 4 | 2 | 2
Cc1ccccc1C(=O)NCC(=O)Nc1ccc(C)c(S(=O)(=O)N2CCCCCC2)c1 | -4 | i | 5 | 1 | -5 | 0.6 | 1.5 | -5 | 1 | -1
CCN1CCN(c2ccc(NC(=O)c3cccc(S(=O)(=O)N4CCCC4)c3)cc2)CC1 | 0 | i | -2 | 3 | -2 | -0.2 | 0.6 | 2 | -4 | -65
CC(=O)c1cc(C#N)c(SCc2ccncc2)nc1C | -2 | i | -3 | 0 | -6 | 0.0 | 1.3 | 1 | 4 | 11
O=C(CNS(=O)(=O)c1cccc(C(F)(F)F)c1)NC1CCCCCC1 | 7 | i | 4 | -2 | -7 | -0.2 | -0.8 | -2 | 4 | -8
Cc1ccc(S(=O)(=O)Nc2ccc(C(=O)Nc3ccncc3)cc2)cc1 | -6 | i | 4 | -10 | -3 | 0.2 | -0.2 | 1 | 0 | 2
C#CCNC(=O)C[C@@H]1C[C@@]2(C(=O)OC)CC(C)(C)CC=C2N(CCc2ccc(OC)c(OC)c2)C1=O | . | . | -4 | 1 | . | -1.2 | 1.3 | . | . | .
C/C(=C(/CCO)SSCC1CCCO1)N(C=O)Cc1cnc(C)nc1N (stereo not given) | 7 | i | 0 | -7 | -9 | -0.4 | -1.6 | -1 | -2 | 30
O=C(CN1CCOCC1)Nc1ccc(Oc2ccc(NC(=O)CN3CCOCC3)cc2)cc1 | -6 | i | -2 | 0 | -3 | -0.7 | -1.1 | 9 | 0 | 4
COc1ccc(C(=O)n2nc(-c3ccccc3)nc2SC)cc1 | 8 | i | 0 | 2 | 3 | -2.9 | -0.9 | -4 | -3 | -6
COc1ccccc1OCC(=O)Nc1ccc(S(=O)(=O)N2CCN(C)CC2)cc1 | -3 | i | 2 | 0 | -2 | -0.1 | -0.4 | -4 | 0 | -19
COc1ccc(NS(=O)(=O)c2ccc(NC(=O)c3ccccc3)cc2)nn1 | 0 | i | 3 | -10 | -1 | 0.3 | 0.2 | 2 | -2 | 11
Cc1cc(CNC(=O)[C@H](C)[C@@H]2C[C@@]2(C)[C@@H](NC(=O)OCc2ccccc2)c2ccccc2)nn1C | 1 | i | 3 | 3 | -2 | -0.3 | -1.4 | -2 | -4 | 13
Cc1ccc2nc(C)c(C(=O)N/N=C/c3cccs3)n2c1 | 1 | i | -10 | -3 | -6 | -1.7 | -1.8 | -4 | 2 | -8
N=C(N)SCc1ncccc1O | 23 | i | 9 | 6 | 9 | -0.6 | 10 | 4 | 3 | 30
Nc1nc(CN2CCCCC2)cs1 | 4 | i | -5 | 5 | -5 | -1.2 | 0.3 | -1 | -11 | -2
CCN(C(=O)COC(=O)c1oc2ccccc2c1C)c1c(N)n(Cc2ccccc2)c(=O)[nH]c1=O | 1 | i | -4 | 4 | -4 | -0.4 | 0.3 | 0 | -1 | -3
COc1cc(C(=S)N2CCCC2)cc(OC)c1OC | 10 | i | 1 | 4 | 2 | -2.1 | -0.3 | 3 | 1 | 15
COc1ccc(C(=O)OCc2cc(C)ccc2C)cc1S(=O)(=O)N1CCCC1 | -9 | i | 0 | -4 | -13 | -0.5 | 3.3 | -1 | 2 | -2
Nc1nnc(SC2CCCC2)s1 | 3 | i | 2 | -6 | -7 | -0.8 | 0.2 | -2 | -3 | -6
O=C(Nc1ccc(S(=O)(=O)N2CCCCCC2)cc1)c1c(F)cccc1F | 2 | i | 4 | 9 | -5 | -1.0 | -0.2 | -10 | -2 | -7
C(=C\c1ccccc1)/CSc1nc2ncccc2[nH]1 | -2 | i | -2 | 6 | -10 | -0.1 | -0.5 | -2 | 2 | -4
FC(F)(F)C1=CC(c2ccc(Br)cc2)=NCCN1 | 3 | i | -15 | -5 | -2 | -0.2 | -0.8 | 5 | 1 | 3
COc1ccc(NC(=O)C2CC(=O)NC(Nc3cccc(C)c3)=N2)cc1 (stereo not given) | 11 | i | -1 | 2 | -1 | -0.5 | -4.3 | 1 | 1 | -3
CC(C(=O)Nc1cccc([N+](=O)[O-])c1)[n+]1ccccc1 (stereo not given) | 0 | i | -4 | -3 | -3 | 1.2 | -1.8 | 0 | 3 | 10
COc1ccc(S(=O)(=O)N(C)CC(=O)N2CCOCC2)cc1 | 3 | i | -4 | 3 | -1 | -0.6 | -0.8 | 0 | 0 | 10
CN(C)c1ccc(C2(O)C(=O)c3ccccc3C2=O)cc1 | 2 | i | -2 | 7 | -4 | -0.1 | -1.3 | -1 | -2 | 8
CS(=O)(=O)N1CCc2cc(-c3csc(NC(=O)C(c4ccccc4)c4ccccc4)n3)ccc21 | -11 | i | -4 | 7 | -9 | 0.2 | 0.7 | 30* | -3 | 4

High-throughput results deposited in PubChem by several laboratories.
